Screens: PubChem BioAssay, National Center for Advancing Translational Sciences (NCATS)
uPA surface inh: cell surface uPA generation inhibition | Potency, µM (series often up to 38.3 µM), for inactives: top-dose activity change, negative = inhibition, hits mostly inhibitors | cell surface uPA generation assay, qHTS | 0.31% of 330,000 active | AID 540303; active means well fitted inhibition curve with a large enough effect; inconclusive means small, poorly fitted or top-dose-only effect; inactive means no such curve, though single readings can be large or run the other way; tested in mouse RAW 264.7 cells; further: on the % scale 0 is the no-effect control and ±100 the full control effect; nearly all actives have a fitted effect of over 55% in size
p53 reactivator: restores transcriptional activity of mutant p53; H1299 p53-A138V BP100-luciferase reporter, luminescence, 24 h; Potency, µM (highest dose often 92.2 µM), without a hit: at the highest dose activity change, positive = activation, most hits filed as activators; 0.063% of 320,000 active; further: % of control where 0% means no effect; nearly all actives have a fitted effect of over 45% in size
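H1299 (p53-null), stable ts p53-A138V + BP100-Luc; 1000 cells/well, Opti-MEM/10% FBS; cpd 4 pt, 1:5; 24 h, 37 deg C, 5% CO2; detection reagent 10 min RT; luminescence.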
Rab9 promoter act: activates the Rab9 promoter | Potency, µM (top dose mostly 9.22 µM), for the others: at the highest dose activation, negative = inhibition, hits mostly activators | 2.8% of 320,000 active | Huh7 Rab9 promoter-luciferase reporter, luminescence, 24 h; further: % of control where 0% means no effect; nearly all actives have a fitted effect of over 60% in size
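Stable Rab9-luc Huh7, 1500 cells/well, 2 h settle; cmpd in DMSO, 24 h, 37 °C/5% CO2; luciferase reagent 10 min RT; luminescence.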
Gal4-VP16 FLuc: Gal4-VP16 reporter inhibition counter-screen | Drosophila S2 Gal4-VP16 UAS-luciferase, luminescence, 20 h | Potency, µM (series often up to 53.6 µM), inactives show top-dose activity, negative = inhibition, actives largely listed as inhibitors | 3.5% of 310,000 active | AID 2546;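 further: Gal4-VP16 expression switched on by copper sulfate through the metallothionein promoter; on the % scale 0 is the no-effect control and ±100 the full control effect; nearly all actives have a fitted effect of over 50% in size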
RORgamma inh: inhibitors of mouse ROR gamma transcriptional activity; P51450; Drosophila S2 Gal4-RORgamma UAS-luciferase reporter, 20 h; Potency, µM (titrated, usually from 53.6 µM), for inactives: at the top dose activity change, negative = inhibition, usual class: inhibitors; 5.4% of 310,000 active; AID 2551; further: on the % scale 0 is the no-effect control and ±100 the full control effect; nearly all actives have a fitted effect of over 60% in size
Target sequence (P51450 whole entry, looked up, the tested form may be a part): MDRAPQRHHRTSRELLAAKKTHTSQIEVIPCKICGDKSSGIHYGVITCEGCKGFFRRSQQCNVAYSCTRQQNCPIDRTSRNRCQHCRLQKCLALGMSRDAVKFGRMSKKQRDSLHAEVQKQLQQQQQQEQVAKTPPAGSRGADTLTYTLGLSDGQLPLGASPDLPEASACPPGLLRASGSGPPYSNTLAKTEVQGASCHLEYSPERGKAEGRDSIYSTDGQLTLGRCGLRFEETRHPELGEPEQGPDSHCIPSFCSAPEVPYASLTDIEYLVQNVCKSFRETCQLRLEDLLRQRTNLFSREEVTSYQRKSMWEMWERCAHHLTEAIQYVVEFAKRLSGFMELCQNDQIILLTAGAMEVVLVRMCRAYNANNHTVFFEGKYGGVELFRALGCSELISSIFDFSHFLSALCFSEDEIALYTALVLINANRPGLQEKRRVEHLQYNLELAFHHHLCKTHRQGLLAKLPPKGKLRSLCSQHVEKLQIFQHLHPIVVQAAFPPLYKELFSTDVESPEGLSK
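Using a luciferase readout, inhibitors were identified by reduced reporter activity in Drosophila cells coexpressing a copper-inducible Gal4–ROR gamma fusion and UAS-driven Photinus luciferase, incubated 20 hr after 700 uM copper sulfate.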
FLuc modulator: firefly luciferase modulation, counter-screen for miR-21 project; P08659; purified FLuc, Km substrates, luminescence inhibition; Potency, µM (highest dose often 57.5 µM), without a hit: at the top dose activity change, negative = inhibition, actives largely listed as inhibitors; 6.9% of 360,000 active;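 further: plate controls were vehicle for no effect and reference inhibitor for full effect; nearly all actives have a fitted effect of over 55% in size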
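Purified P. pyralis luciferase (10nM final) with 10uM D-luciferin and 10uM ATP (Km levels) in 50mM Tris acetate pH 7.5, 10mM Mg acetate, 0.01% Tween-20, 0.05% BSA; qHTS 6-point titration, ~60 µM downward; luminescence read.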
MBNL1 CUG block: MBNL1-poly(CUG) RNA binding inhibition. Potency, µM (highest dose often 57.5 µM), for the others: top-dose activity change, negative = inhibition, hits mostly inhibitors. AID 2675. 0.036% of 280,000 active. TR-FRET MBNL1-His/biotin-(CUG)12 binding, 665/545 ratio. Q9NR56; active means well fitted inhibition curve with a large enough effect in the signal ratio, with a control signal flat, not every such curve was filed as active; inconclusive means small, poorly fitted or top-dose-only effect, or effect the other way, or a change in a side signal; inactive means no such curve, though single readings can be large or run the other way; the % refers to the signal ratio; further: on the % scale 0 is the no-effect control and ±100 the full control effect
Target sequence (Q9NR56 whole entry, looked up): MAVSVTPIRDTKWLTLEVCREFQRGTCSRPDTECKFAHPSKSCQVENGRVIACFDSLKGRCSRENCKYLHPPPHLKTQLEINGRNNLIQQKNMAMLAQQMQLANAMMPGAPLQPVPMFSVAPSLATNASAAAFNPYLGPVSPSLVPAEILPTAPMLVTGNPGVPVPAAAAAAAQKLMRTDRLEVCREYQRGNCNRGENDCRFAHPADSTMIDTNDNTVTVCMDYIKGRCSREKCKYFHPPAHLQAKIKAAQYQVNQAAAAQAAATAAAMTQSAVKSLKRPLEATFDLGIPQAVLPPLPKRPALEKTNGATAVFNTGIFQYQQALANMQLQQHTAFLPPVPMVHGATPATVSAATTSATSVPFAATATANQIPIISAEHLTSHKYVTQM
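Compounds (final 92 nM to 58 uM) are added to His-tagged MBNL1 and biotin-(CUG)12, then terbium anti-His antibody and streptavidin-XL665 (5 nM final). After 60 min at room temperature, the 665/545 nm ratio is read.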
BRCA1 expr act: increases BRCA1 expression | MCF7-BRCA1-FFLuc reporter, luminescence, 48 h; response scale: scaled: vehicle 0%, 10 µM genistein 100% | Potency, µM (doses to about 46.1 µM), for the others: at the top dose activation, usual class: activators | 1.1% of 380,000 active | AID 624202; further: nearly all actives have a fitted effect of over 80% in size; some results filed as inactive show a strong effect at the top dose
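Luminescence from a BRCA1-driven firefly luciferase in MCF7 cells was the read-out, taken 15 min after substrate addition following 48 h compound exposure at 37 °C. Data were normalized to a 10 microM genistein control and DMSO vehicle.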
NPC1 promoter act: NPC1 promoter activation | Huh7 NPC1 promoter luciferase reporter, 24 h | Potency, µM (highest dose often 9.22 µM), without a hit: top-dose activation, most hits filed as activators | AID 485313 | 2.4% of 320,000 active;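 further: % of control where 0% means no effect; nearly all actives have a fitted effect of over 60% in size; reporter is driven by a mutant NPC1 promoter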
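Luciferase expression driven by the NPC1 promoter was measured in stably transfected Huh7 cells after a 24 h compound incubation, using a luciferase reagent and a luminescence read.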
ELG1 genotox: induces genotoxicity in HEK293T cells with luciferase-tagged ELG1. 1.3% of 330,000 active. Potency, µM (titrated, usually from 46 µM), inactives show top-dose activity change, positive = activation, most hits filed as activators. HEK293T ELG1-luciferase reporter, luminescence, 16 h; further: % of control where 0% means no effect; nearly all actives have a fitted effect of over 60% in size
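HEK293T cells expressing luciferase-tagged ELG1 were treated with compound or DMSO for 16 hr at 37°C. Luciferase activity was then read after 30 min with ONE-Glo at room temperature; rising signal flags genetic stress.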
Active calls of the source: *; ? = inconclusive; · = not tested or not shown; [ ] = remark or other dose. Unless noted, the call rests on the fitted dose curve; in most records, active means well fitted curve in the direction sought with a large enough effect; inconclusive means small, poorly fitted or top-dose-only effect, or another doubt; inactive means no such curve, though single readings can be large; an effect the other way counts as inactive or inconclusive. Potency means the concentration at half of the fitted maximal effect.

SMILES | uPA surface inh | p53 reactivator | Rab9 promoter act | Gal4-VP16 FLuc | RORgamma inh | FLuc modulator | MBNL1 CUG block | BRCA1 expr act | NPC1 promoter act | ELG1 genotox
Cn1c(SCC(=O)NC(C)(C)C)nnc1-c1cnccn1 | 6% | -5% | -4% | -6% | -1% | 0% | 4% | -9% | -2% | 1%
O=S(=O)(NCC(c1cccnc1)N1CCN(Cc2ccccc2)CC1)c1ccccc1 (stereo not drawn) | -21% | 3% | -1% | 6% | -8% | 2% | -5% | -11% | -3% | 2%
COc1cc2cnc(CCO[C@H]3CCCCO3)cc2cc1OC | -11% | 2% | · | · | · | · | · | 13% | · | 1%
COc1cccc(NC(=O)c2sc(NC(=O)c3ccncc3)nc2C)c1 | 1% | -7% | 0% | -10% | -42% | 19µM* | -11% | -18% | -2% | -4%
COc1ccccc1N1CC(C(=O)Nc2ccc(S(=O)(=O)N3CCCC3)cc2)CC1=O (stereo not drawn) | 0% | 4% | · | · | · | · | · | -15% | · | 0%
Cc1nn(-c2ccccc2)c(N)c1-c1ccccc1 | -11% | 11% | 3.2µM* | ? | 1% | 13µM* | · | ? | ? | 15%
CCCCc1nnc(NC(=O)c2ccc(N3CCCC3=O)cc2)s1 | 12% | -5% | 8% | · | · | -5% | · | -7% | 16% | -6%
COc1ccc(-c2nc(N)nc(C(F)(F)F)c2-c2cscn2)c(O)c1 | 3% | -4% | 2% | -18% | -7% | -1% | -5% | -4% | 0% | -2%
O[C@@H]1C2CCCC1[C@]1(O)CCCCC1C2 (stereo partly drawn) | -3% | -7% | -18% | -14% | -14% | 1% | -1% | -3% | 2% | -4%
Cc1ccc(C)c(N2CCN(C(=O)CC3Sc4ccccc4NC3=O)CC2)c1 (stereo not drawn) | 0% | 0% | 1% | -3% | ? | -2% | -10% | -50% | -3% | -11%
CCOC(=O)CCNC(=O)N1CCCC(C(=O)c2ccccc2SC)C1 (stereo not drawn) | 13% | 0% | 2% | 7% | 25% | -2% | -11% | 14% | 0% | 0%
CCOC(=O)c1c(C)[nH]c(C(=O)OCC(=O)Nc2cccnc2Cl)c1C | 1% | -9% | -9% | · | · | -8% | · | -12% | 2% | 2%
Cc1ccc(C(=O)Nc2ccc(N3CCCCC3)cc2)cc1 | -24% | 18% | · | · | · | · | · | ? | · | ?
Cc1cnc(NC(=O)C2COc3ccccc3O2)s1 (stereo not drawn) | -4% | -15% | 0.32µM* | 8.9µM* | 7.1µM* | 0.67µM* | -3% | ? | 0.1µM* | ?
CC(C)(C)CC(C)(C)NC(=O)c1ccccc1 | -2% | 11% | -12% | 5%[10 µM] | -13% | 2% | 7% | 3% | -1% | -3%
N#Cc1cn(OCc2ccccc2)c(=O)[nH]c1=O | 14% | -8% | -7% | -7% | 2% | -3% | -23% | -3% | -4% | 2%
N#CC1C(C#N)N2CCCN2C1c1ccc(Cl)cc1 (stereo not drawn) | -2% | 9% | 0% | 1% | 3% | 2% | -6% | -17% | -2% | -2%
O=C(O)CC(NC(=O)c1cccc([N+](=O)[O-])c1)c1ccc2c(c1)OCO2 (stereo not drawn) | -1% | -3% | -6% | 1% | 3% | -12% | ? | 17% | -2% | 2%
Cc1ccc(SCc2ccc(C(=O)N3CCCC3)cc2)cc1 | 1% | 7% | ? | 8% | ? | 17µM* | 0% | 11µM* | 25% | 13%
O=C(N/N=C/c1cccn1-c1cccc(C(=O)O)c1)Nc1ccccc1 | 4% | 12% | -4% | ? | ? | -25% | ? | 54% | -1% | 0%

As a short view, part of the list above.
SMILES | uPA surface inh | p53 reactivator | Rab9 promoter act | Gal4-VP16 FLuc | RORgamma inh | FLuc modulator | MBNL1 CUG block | BRCA1 expr act | NPC1 promoter act | ELG1 genotox
Cn1c(SCC(=O)NC(C)(C)C)nnc1-c1cnccn1 | 6% | -5% | -4% | -6% | -1% | 0% | 4% | -9% | -2% | 1%
O=S(=O)(NCC(c1cccnc1)N1CCN(Cc2ccccc2)CC1)c1ccccc1 (stereo not drawn) | -21% | 3% | -1% | 6% | -8% | 2% | -5% | -11% | -3% | 2%

Four compounds drawn at random from those above, as already listed:
SMILES | uPA surface inh | p53 reactivator | Rab9 promoter act | Gal4-VP16 FLuc | RORgamma inh | FLuc modulator | MBNL1 CUG block | BRCA1 expr act | NPC1 promoter act | ELG1 genotox
COc1cc2cnc(CCO[C@H]3CCCCO3)cc2cc1OC | -11% | 2% | · | · | · | · | · | 13% | · | 1%
N#Cc1cn(OCc2ccccc2)c(=O)[nH]c1=O | 14% | -8% | -7% | -7% | 2% | -3% | -23% | -3% | -4% | 2%
Cc1cnc(NC(=O)C2COc3ccccc3O2)s1 (stereo not drawn) | -4% | -15% | 0.32µM* | 8.9µM* | 7.1µM* | 0.67µM* | -3% | ? | 0.1µM* | ?
Cn1c(SCC(=O)NC(C)(C)C)nnc1-c1cnccn1 | 6% | -5% | -4% | -6% | -1% | 0% | 4% | -9% | -2% | 1%

More entries:
SMILES | uPA surface inh | p53 reactivator | Rab9 promoter act | Gal4-VP16 FLuc | RORgamma inh | FLuc modulator | MBNL1 CUG block | BRCA1 expr act | NPC1 promoter act | ELG1 genotox
COc1ccc(-c2cc(C(F)(F)F)nc(SCC(=O)NCCCN3CCOCC3)n2)cc1 | 3% | -3% | -10% | -8% | -1% | 4% | 8% | 1% | -8% | -1%
CSc1ccc(OC2CCCCC2NS(=O)(=O)c2ccccc2)cc1 (stereo not drawn) | 15% | -2% | 2% | 2% | 36% | -1% | · | -27% | -1% | -1%
COn1c(=O)c(-c2cccs2)[n+]([O-])c2ccccc21 | -7% | 5% | -1% | 22% | 0% | -14% | 11% | -3% | -44%[inhibitor] | 2%
O=C(NCCc1ccccc1)C1CCC(CNc2nc(=S)[nH]c3ccccc23)CC1 (stereo not drawn) | 7% | 1% | 11% | ? | 3% | -5% | -8% | -59% | 0% | ?
COC(CNC(=O)CCc1c(C)nc2c(-c3ccc(F)cc3)c(C)nn2c1C)OC | -3% | -3% | -5% | 0% | -5% | ? | -1% | -1% | 1% | -4%
COc1ccc(Cl)cc1NS(=O)(=O)c1cccc(C(=O)NCC(C)(C)N2CCOCC2)c1 | -1% | -4% | -3% | · | · | 4% | · | -1% | 1% | 1%
CCOC(=O)c1c(C)[nH]c(C)c1C(=O)COC(=O)c1ccc([N+](=O)[O-])s1 | ? | 13% | -8% | · | · | · | · | -79% | 5% | -4%
Cc1noc(C)c1CSCC(=O)Nc1ccc(S(C)(=O)=O)cc1 | -1% | 9% | 1% | · | · | 2% | · | -11% | 8% | 1%
Cc1nnc(NC(=O)CCSCCC(=O)Nc2nnc(C)s2)s1 | 4% | 0% | -7% | 7% | -8% | -1% | -2% | -21% | -1% | 0%
CCOc1ccccc1CNC(=O)C1CCN(C(=O)N2CC(C)Oc3ccc(C)cc32)CC1 (stereo not drawn) | -14% | · | -4% | 2% | 27% | 0% | -11% | -16% | -4% | -8%
Cc1ccc(NC(=O)/C=C/c2cccs2)c([N+](=O)[O-])c1 | -10% | ? | 3.2µM* | -17% | -17% | 1.5µM* | 13% | ? | 3.2µM* | ?
Cc1cc(=O)oc2c1c(C)nn2-c1cccc(Cl)c1 | -4% | 2% | -4% | -11% | 11% | 2% | -5% | -13% | -3% | 0%
O=C(NCCN1CCOCC1)C(=O)NCc1ccc2c(c1)OCO2 | -7% | 8% | 1% | 2% | 6% | 0% | 1% | 0% | 1% | 0%
Cc1c(C(=O)N2CCN(C)CC2)oc2c1C(=O)CC(C)(C)C2 | · | ? | -7% | -15% | 18% | 1% | 3% | 5% | 2% | 4%
OC(COCc1ccc2c(c1)OCO2)CN1CCC(Cc2ccccc2)CC1 (stereo not drawn) | 0% | -3% | -1% | 1% | 0% | 3% | -6% | -36% | -7% | -12%
O=C(CCN1C(=O)S/C(=C\c2ccccc2)C1=O)N1CCCCC1 | -5% | 13% | -1% | 9% | 26% | ? | ? | 67% | 16% | 5%
CCOc1ccc(NC(=O)CC2NCCNC2=O)cc1 (stereo not drawn) | -2% | ? | -3% | 3% | ? | 4% | ? | 49% | -1% | 0%
Cc1ccc(S(=O)(=O)C2(C(=O)N3CCN(c4ccccc4F)CC3)CC2)cc1 | 1% | -1% | 0% | 8% | -3% | 2% | -1% | 0% | -4% | 1%
COc1ccc(N=C2SCC(c3ccc(C)cc3)=NN2CCO)cc1 | 10% | 0% | 0% | 7% | 29% | 3% | -16% | -11% | 2% | 13%
COC(=O)COc1ccc(S(=O)(=O)Nc2ccc(C(N)=O)cc2)cc1 | 6% | 2% | -1% | 2% | -6% | -1% | -7% | 0% | -2% | 3%
COc1ccc(Cc2nnc(SCC(=O)c3c(N)n(C4CC4)c(=O)[nH]c3=O)o2)cc1 | 7% | ? | -2% | · | · | 4% | · | -1% | -6% | 7%
